Bioassay records: PubChem, National Center for Advancing Translational Sciences (NCATS)
FLuc counter – firefly luciferase modulation, counter-screen for miR-21 project | AID 588342 | purified FLuc, Km substrates, luminescence inhibition | Potency, µM (highest dose often 57.5 µM), for inactives: top-dose activity change, negative = inhibition, actives largely listed as inhibitors | P08659 | hit rate 6.9% among 360,000;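 note: plate controls were vehicle for no effect and reference inhibitor for full effect; nearly all actives have a fitted effect of over 55% in size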
Target sequence (P08659 whole entry, looked up): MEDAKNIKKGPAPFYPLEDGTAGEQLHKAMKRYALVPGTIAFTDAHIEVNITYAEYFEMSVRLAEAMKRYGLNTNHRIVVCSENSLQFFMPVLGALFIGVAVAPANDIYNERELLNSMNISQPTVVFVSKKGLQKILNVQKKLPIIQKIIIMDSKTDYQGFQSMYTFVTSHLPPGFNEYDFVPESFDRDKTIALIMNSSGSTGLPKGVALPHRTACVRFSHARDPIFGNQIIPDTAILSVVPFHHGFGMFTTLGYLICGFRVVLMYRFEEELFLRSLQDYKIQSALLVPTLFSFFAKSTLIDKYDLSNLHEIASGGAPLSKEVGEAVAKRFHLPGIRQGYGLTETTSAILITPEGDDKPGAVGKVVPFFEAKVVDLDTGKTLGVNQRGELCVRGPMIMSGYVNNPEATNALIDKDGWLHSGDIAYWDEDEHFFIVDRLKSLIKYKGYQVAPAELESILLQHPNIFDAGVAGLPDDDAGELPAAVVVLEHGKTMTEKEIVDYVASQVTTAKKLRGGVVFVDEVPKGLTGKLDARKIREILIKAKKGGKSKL
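Purified P. pyralis luciferase (10nM final) with 10uM D-luciferin and 10uM ATP (Km levels) in 50mM Tris acetate pH 7.5, 10mM Mg acetate, 0.01% Tween-20, 0.05% BSA; qHTS 6-point titration, ~60 µM downward; luminescence read.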
MBNL1-CUG inh – MBNL1-poly(CUG) RNA binding inhibition; AID 2675; TR-FRET MBNL1-His/biotin-(CUG)12 binding, 665/545 ratio; Potency, µM (top dose mostly 57.5 µM), for the others: top-dose activity change, negative = inhibition, usual class: inhibitors; hit rate 0.036% among 280,000; active = well fitted inhibition curve with a large enough effect in the signal ratio, with a control signal flat, not every such curve was filed as active; inconclusive = small, poorly fitted or top-dose-only effect, or effect the other way, or a change in a side signal; inactive = no such curve, though single readings can be large or run the other way; the % refers to the signal ratio; note: % is set by controls: 0 for no effect and ±100 for the full control effect
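Compounds (final 92 nM to 58 uM) are added to His-tagged MBNL1 and biotin-(CUG)12, then terbium anti-His antibody and streptavidin-XL665 (5 nM final). After 60 min at room temperature, the 665/545 nm ratio is read.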
RORg inh – ROR gamma (mouse) transcription inhibition; Potency, µM (highest dose often 53.6 µM), for inactives: at the top dose activity change, negative = inhibition, most hits filed as inhibitors; hit rate 5.4% among 310,000; Drosophila S2 Gal4-RORgamma UAS-luciferase reporter, 20 h; P51450; note: % is set by controls: 0 for no effect and ±100 for the full control effect; nearly all actives have a fitted effect of over 60% in size
Target sequence (P51450 whole entry, looked up, the tested form may be a part): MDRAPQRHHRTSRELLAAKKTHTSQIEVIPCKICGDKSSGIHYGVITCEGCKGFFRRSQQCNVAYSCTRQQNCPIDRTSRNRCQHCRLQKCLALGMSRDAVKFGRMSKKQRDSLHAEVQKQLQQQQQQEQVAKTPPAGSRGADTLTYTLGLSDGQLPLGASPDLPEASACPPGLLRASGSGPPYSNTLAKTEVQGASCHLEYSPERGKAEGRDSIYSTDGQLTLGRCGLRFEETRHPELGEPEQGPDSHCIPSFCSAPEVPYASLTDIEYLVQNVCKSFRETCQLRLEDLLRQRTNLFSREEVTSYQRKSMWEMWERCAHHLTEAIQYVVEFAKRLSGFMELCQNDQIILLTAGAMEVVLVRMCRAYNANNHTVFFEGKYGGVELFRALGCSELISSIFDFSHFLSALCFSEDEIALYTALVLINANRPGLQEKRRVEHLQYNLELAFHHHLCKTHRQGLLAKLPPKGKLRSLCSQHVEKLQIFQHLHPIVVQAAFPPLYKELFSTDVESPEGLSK
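Luminescence from a UAS-regulated Photinus luciferase reporter in stably transfected Drosophila Schneider cells is measured; decreased signal marks ROR gamma inhibition. Fusion expression is induced by 700 uM copper sulfate for 20 hr.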
Rab9 prom act – activates the Rab9 promoter. Huh7 Rab9 promoter-luciferase reporter, luminescence, 24 h. Potency, µM (series often up to 9.22 µM), for inactives: at the highest dose activation, negative = inhibition, usual class: activators. hit rate 2.8% among 320,000; note: % of control where 0% means no effect; nearly all actives have a fitted effect of over 60% in size
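Using Huh7 cells stably transfected with Rab9 promoter–luciferase, compounds were incubated 24 h at 37 °C, 5% CO2; luciferase luminescence was read 10 min after reagent addition.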
BRCA1 expr up – activators of BRCA1 expression. MCF7-BRCA1-FFLuc reporter, luminescence, 48 h; response scale: scaled: vehicle 0%, 10 µM genistein 100%. Potency, µM (top dose mostly 46.1 µM), inactives show at the top dose activation, hits mostly activators. hit rate 1.1% among 380,000. AID 624202; note: nearly all actives have a fitted effect of over 80% in size; some results filed as inactive show a strong effect at the top dose
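First, MCF7-BRCA1-FFLuc cells (2000/well) attach for 2 h; next, compounds are pin-added and incubated 48 h at 37 °C; finally, luciferase reagent is added and luminescence read after 15 min.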
p53 reactivation – mutant p53 re-activation in reporter cells | hit rate 0.063% among 320,000 | Potency, µM (titrated, usually from 92.2 µM), for inactives: top-dose activity change, positive = activation, usual class: activators | AID 504706 | H1299 p53-A138V BP100-luciferase reporter, luminescence, 24 h; note: % of control where 0% means no effect; nearly all actives have a fitted effect of over 45% in size
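H1299 (p53-null), stable ts p53-A138V + BP100-Luc; 1000 cells/well, Opti-MEM/10% FBS; cpd 4 pt, 1:5; 24 h, 37 deg C, 5% CO2; detection reagent 10 min RT; luminescence.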
uPA generation – blocks generation of uPA at the cell surface; hit rate 0.31% among 330,000; cell surface uPA generation assay, qHTS; Potency, µM (doses to about 38.3 µM), for the others: at the highest dose activity change, negative = inhibition, actives largely listed as inhibitors; AID 540303; active = well fitted inhibition curve with a large enough effect; inconclusive = small, poorly fitted or top-dose-only effect; inactive = no such curve, though single readings can be large or run the other way; tested in mouse RAW 264.7 cells; note: % is set by controls: 0 for no effect and ±100 for the full control effect; nearly all actives have a fitted effect of over 55% in size
VP16 counter – inhibits Gal4-VP16 luciferase reporter, ROR gamma counter-screen. Potency, µM (doses to about 53.6 µM), for inactives: top-dose activity, negative = inhibition, hits mostly inhibitors. hit rate 3.5% among 310,000. Drosophila S2 Gal4-VP16 UAS-luciferase, luminescence, 20 h;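 note: Gal4-VP16 expression switched on by copper sulfate through the metallothionein promoter; % is set by controls: 0 for no effect and ±100 for the full control effect; nearly all actives have a fitted effect of over 50% in size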
ELG1 genotox – genotoxicity induction in ELG1-luciferase HEK293T cells. hit rate 1.3% among 330,000. Potency, µM (top dose mostly 46 µM), without a hit: at the top dose activity change, positive = activation, most hits filed as activators. HEK293T ELG1-luciferase reporter, luminescence, 16 h; note: % of control where 0% means no effect; nearly all actives have a fitted effect of over 60% in size
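After overnight (16 hr) compound treatment at 37 °C, ELG1-luciferase HEK293T cells were lysed with ONE-Glo; luminescence quantified 30 min later at room temperature.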
NPC1 prom act – activators of NPC1 promoter | Huh7 NPC1 promoter luciferase reporter, 24 h | Potency, µM (top dose mostly 9.22 µM), for inactives: at the highest dose activation, actives largely listed as activators | hit rate 2.4% among 320,000 | AID 485313;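 note: % of control where 0% means no effect; nearly all actives have a fitted effect of over 60% in size; reporter is driven by a mutant NPC1 promoter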
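Luciferase expression driven by the NPC1 promoter was measured in stably transfected Huh7 cells after a 24 h compound incubation, using a luciferase reagent and a luminescence read.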
* marks the source's active call; other numbers are inactive results; ? = inconclusive; . = not tested or not shown; & = joins results of further samples; [ ] = remark or other dose. Unless noted, calls come from the whole dose curve; as a rule, active = well fitted curve in the direction sought with a large enough effect; inconclusive = small, poorly fitted or top-dose-only effect, or another doubt; inactive = no such curve, though single readings can be large; an effect the other way counts as inactive or inconclusive. Potency is the fitted concentration of half-maximal effect. Only part of the results is shown. The share of hits here may be higher or lower than overall.

1	O=C(COc1ccc(Br)cc1)N1CCN(Cc2ccc3c(c2)OCO3)CC1
2	CC1=NN(c2ccccc2)C(=O)/C1=C/c1c(O)[nH]c(=O)[nH]c1=O
3	Cc1ccc(-n2c(O)c(C=NCCC3=CCCCC3)c(=O)[nH]c2=O)cc1
4	COc1ccc(NC(=O)c2cn(CCC#N)nc2-c2ccccc2)cc1
5	COC(=O)C1=C(c2cccc(OCc3ccccc3)c2)C[C@@H]2CC[C@H]1N2C(=O)NCCCc1ccccc1
6	CCC(C(=O)N1CCC2(CC1)OCCO2)n1c2ccccc2c2nc(=O)cc(C)n21 (centres undefined)

Assay by compound	1	2	3	4	5	6
FLuc counter	-2%	?	-2%	8%	-1%	3%
MBNL1-CUG inh	-9%	6%	-1%	2%	.	-8%
RORg inh	22%	-1%	-2%	0%	.	-9%
Rab9 prom act	3%	-1%	0%	5%	-3%	-3%
BRCA1 expr up	-5%	-26%	-9%	1%	-40%	26%
p53 reactivation	-2%	1%	0%	.	?	0%
uPA generation	1%	1%	-1%	13%	?	0%
VP16 counter	-2%	-9%	-5%	-12%	.	5%
ELG1 genotox	-10%	0%	-8%	0%	-6%	4%
NPC1 prom act	-1%	-3%	-3%	-8%	-8%	-6%

7	CCCNS(=O)(=O)c1ccc(OCC(=O)N2CCN(C)CC2)cc1
8	Cc1ccc(OCC(=O)N2CCN(C)CC2)c(Br)c1
9	N#CC(C(=O)C12CC3CC(CC(C3)C1)C2)c1nc2ccccc2[nH]1 (centres undefined)
10	O=C(COc1ccc2ccccc2c1)N1CCN(CC2CC3C=CC2C3)CC1 (centres undefined)
11	Clc1ccc(CNC2CN3CCC2CC3)cc1 (centres undefined)
12	Cc1ccc(C(=O)NC(O)C(Cl)(Cl)Cl)cc1 (centres undefined)

Assay by compound	7	8	9	10	11	12
FLuc counter	2%	-3%[2.3 µM]	11µM*	-2%	-2%	-2%
MBNL1-CUG inh	1%	-5%	4%	0%	.	-10%
RORg inh	?	-6%	4µM*	20%	-8%	25%
Rab9 prom act	-1%	16%	4%	-1%	-1%	1%
BRCA1 expr up	8%	90%	-31%	0%	-15%	-15%
p53 reactivation	0%	16%	20%	1%	-4%	4%
uPA generation	5%	6%	0%	-2%	-2%	2%
VP16 counter	-1%	-13%	10µM*	-9%	-1%	4%
ELG1 genotox	-1%	16%	1%	-3%	-1%	-4%
NPC1 prom act	-4%	10%	-6%	-8%	-2%	7%

13	Cc1cccc(NC(=O)N2CCCC2)c1
14	CN1C(=O)C(=Cc2ccccc2Oc2ccc(Cl)cc2)C(=O)N(C)C1=O
15	CCCCCn1c(=O)c(C(=O)Nc2ccccc2)c(O)c2ccccc21
16	CCCCC(=O)N/N=C/c1c(O)n(CC)c(=S)[nH]c1=O
17	COc1ccccc1-n1c(O)c(C=NCCCn2ccnc2)c(=O)[nH]c1=O
18	COc1ccc(C(=O)Nc2cc(Cl)ccc2C(=O)O)cc1

Assay by compound	13	14	15	16	17	18
FLuc counter	-2%	-14%	-8%	-2%	3%	15µM*
MBNL1-CUG inh	-3%	-22%	-6%	1%	11%	-24%
RORg inh	0%	?	-20%	11µM*	5%	?
Rab9 prom act	-8%	-11%	5%	-5%	3%	16%
BRCA1 expr up	8%	-6%	-32%	-9%	13%	62%
p53 reactivation	8%	1%	4%	-1%	4%	2%
uPA generation	10%	0%	2%	10%	10%	-9%
VP16 counter	-1%	-2%[0.365 µM]	1%	?	0%	?
ELG1 genotox	4%	-10%	3%	0%	2%	6%
NPC1 prom act	-2%	0%	8%	-2%	-3%	13%

19	CN(C)CC#CCOCCOCCC#N
20	Cc1ccc(-c2cc(C(=O)O)c3cc(Br)ccc3n2)s1
21	COc1c(C)cc(C(=O)C2CCCN(Cc3cccc(C)n3)C2)cc1C (centres undefined)
22	O=C1CSC2N1CCNC21CCCCC1 (centres undefined)
23	COc1ccc(NC(=O)CCCn2c(=O)oc3ccccc32)cc1Cl
24	COc1ccccc1-n1c(O)c(/C=N/N2CCCCC2)c(=O)n(-c2ccccc2OC)c1=S

Assay by compound	19	20	21	22	23	24
FLuc counter	-1%	2.4µM*	6%	-2%	12µM*	-2%
MBNL1-CUG inh	-1%	355%[activator]	4%	-2%	.	-1%
RORg inh	-9%	-5%&-14%	2.2µM*	3%	21%[10 µM]	0%
Rab9 prom act	4%	22%&14%	-8%	-3%	?	-3%
BRCA1 expr up	17%	70%&22%	-19%	-8%	7.1µM*	2%
p53 reactivation	1%	18%&6%	-5%	0%	?	0%
uPA generation	-1%	?	3%	12%	-2%	-3%
VP16 counter	4%	-14%&-24%	13µM*	3%	1%	7%
ELG1 genotox	0%	6%&8%	-13%	-3%	?	3%
NPC1 prom act	6%	?	-4%	-2%	?	0%

Ordered by SMILES length (high to low): part of the list above
23	COc1ccc(NC(=O)CCCn2c(=O)oc3ccccc32)cc1Cl
22	O=C1CSC2N1CCNC21CCCCC1 (centres undefined)
19	CN(C)CC#CCOCCOCCC#N

Assay by compound	23	22	19
FLuc counter	12µM*	-2%	-1%
MBNL1-CUG inh	.	-2%	-1%
RORg inh	21%[10 µM]	3%	-9%
Rab9 prom act	?	-3%	4%
BRCA1 expr up	7.1µM*	-8%	17%
p53 reactivation	?	0%	1%
uPA generation	-2%	12%	-1%
VP16 counter	1%	3%	4%
ELG1 genotox	?	-3%	0%
NPC1 prom act	?	-2%	6%

Further records
25	COC(=O)C1=C(c2c(C)noc2C)C[C@@H]2CC[C@H]1N2C(=O)NCCCOC(C)C
26	CCCCn1c(O)c(C(C)=Nc2cccc(C(=O)O)c2)c(=O)[nH]c1=O
27	Cc1cc(OCC(=O)NC2CCS(=O)(=O)C2)c2c3c(c(=O)oc2c1)CCC3 (centres undefined)
28	COC(=O)C1=C(c2cccc(C#N)c2)C[C@@H]2CC[C@H]1N2C(=O)NCCO
29	Cc1noc(C)c1CSCC(=O)Nc1ccc(C#N)c(Cl)c1
30	CN(C)c1ccc(NC(=O)CN2C(=O)CN=C(c3ccccc3)c3cc(Cl)ccc32)cc1

Assay by compound	25	26	27	28	29	30
FLuc counter	3%	4%	1%	4%	.	0%
MBNL1-CUG inh	.	0%	7%	.	.	12%
RORg inh	.	-5%	-19%	.	.	5%
Rab9 prom act	1%	1%	9%	-5%	.	-4%
BRCA1 expr up	-3%	-3%	7%	-14%	-12%	-41%
p53 reactivation	8%	11%	-2%	6%	-7%	0%
uPA generation	9%	-2%	1%	2%	-15%	?
VP16 counter	.	4%	-2%	.	.	0%
ELG1 genotox	2%	-1%	-3%	4%	-3%	-6%
NPC1 prom act	0%	0%	-3%	0%	.	1%

31	COc1ccc(C)cc1NC(=O)CN1CCN(CC(=O)Nc2ccccc2F)CC1
32	CC1=CC(=O)OC2CC3OC4C[C@@H](C)C5OC6CC7O[C@]8(C)C/C=C\C9OC%10CC%11OC(CC(C)C%12OCCO%12)CC(O)[C@]%11(C)OC%10CC9OC8C[C@]7(C)O[C@]6(C)CCC5OC4C[C@]3(C)OC12 (some centres undefined)
33	COC(=O)C1=C(c2ccc(F)cc2OCc2ccccc2)C[C@@H]2CC[C@H]1N2C(=O)NCCc1ccc(F)cc1
34	CCCCCSc1cc(O)c(C(CNC)C(C)C)cc1OC (centres undefined)
35	CCNC(=O)CCSc1nc2cc(Cl)ccc2o1
36	COc1ccc(N2C(=O)NC(=O)/C(=C\c3ccccc3[N+](=O)[O-])C2=O)cc1
37	Cc1nc2ccccc2c(=O)n1-c1ccc(Cl)cc1[N+](=O)[O-]
38	CN1C(=O)C(=Cc2cn(CC(=O)N3CCCCC3)c3ccccc23)C(=O)N(C)C1=O
39	CCc1ccc(-n2c(O)c(/C=N/N3CCCCC3c3cccnc3)c(=O)[nH]c2=O)cc1 (centres undefined)

Assay by compound	31	32	33	34	35	36	37	38	39
FLuc counter	2%&2%	.	2%	4%	-14%	?	1%	-11%	5%
MBNL1-CUG inh	-1%	.	.	.	24%	13%	?	68%[activator]	0%
RORg inh	-22%	.	.	?	16%	9%	-5%	-10%	32%
Rab9 prom act	-10%	.	2%	-2%	-4%	-1%	1%	4%	-6%
BRCA1 expr up	-12%	0%	-8%	-36%	18%	-8%	-8%	3%	-1%
p53 reactivation	-13%	5%	-7%	-16%	12%	3%	27%	4%	-8%
uPA generation	5%	0%	?	-4%	9%	6%	4%	0%	-28%
VP16 counter	-10%	.	.	?	?	-3%	-22%	2%	-4%
ELG1 genotox	?	-8%	-8%	-4%	2%	0%	-4%	0%	-1%
NPC1 prom act	-3%	.	-3%	1%	1%	1%	-6%	0%	0%
